E-selectin induc – induces E-selectin expression in human endothelial cells. P16581. HUVEC E-selectin immunofluorescence imaging; normalized: neutral wells 0, TNF-alpha wells 100. activation, % at 7.58 µM. 260,000 compounds, 0.37% hits;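 active = mean E-selectin-positive cell signal at least 10% of the positive control, reached in at least 60% of replicates, without over 20% cell loss; inconclusive = no rule given, readout overlaps actives, possibly toxicity-flagged; inactive = the rest, including those meeting only one limit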;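 also: in these data hits start at about 27%; measured in HUVEC primary endothelial cells; signal is the percent of cells scored E-selectin positive by PE staining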
Target sequence (P16581 whole entry, looked up): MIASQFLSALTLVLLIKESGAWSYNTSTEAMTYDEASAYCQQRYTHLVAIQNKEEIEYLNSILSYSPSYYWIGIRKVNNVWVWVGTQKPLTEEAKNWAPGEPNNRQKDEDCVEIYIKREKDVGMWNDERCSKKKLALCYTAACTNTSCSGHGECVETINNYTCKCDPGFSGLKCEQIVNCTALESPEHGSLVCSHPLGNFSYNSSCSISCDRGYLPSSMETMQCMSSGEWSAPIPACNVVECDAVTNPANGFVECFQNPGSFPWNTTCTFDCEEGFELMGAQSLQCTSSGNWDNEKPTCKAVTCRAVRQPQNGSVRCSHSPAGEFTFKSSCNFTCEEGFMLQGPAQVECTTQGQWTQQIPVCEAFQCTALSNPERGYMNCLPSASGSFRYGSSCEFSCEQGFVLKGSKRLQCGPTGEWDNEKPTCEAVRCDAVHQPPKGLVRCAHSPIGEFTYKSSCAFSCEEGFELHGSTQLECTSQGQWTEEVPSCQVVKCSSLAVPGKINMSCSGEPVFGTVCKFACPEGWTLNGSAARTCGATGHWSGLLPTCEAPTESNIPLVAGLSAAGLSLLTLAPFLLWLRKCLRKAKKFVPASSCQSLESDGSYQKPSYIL
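Test system: HUVEC; input: 3,000 HUVEC/well; measured by: immunofluorescence imaging; read-out: % PE-positive cells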
DENV2 CPE – inhibitors of DENV2 cytopathic effect; 350,000 compounds, 1.7% hits; DENV2-infected cells, cytopathic effect rescue, plate reader; CPE inhibition, % at 9.99 µM; in the data active = CPE inhibition above about 20%, passing the limit was not always enough; inconclusive = no clear call, values can overlap the other calls; tested in BHK-21 cells;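 also: 0% = median of neutral control wells and 100% = median of positive control wells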
RAD52 inh – inhibitors of human RAD52 DNA annealing; P43351; recombinant RAD52 DNA annealing, FRET fluorescence; inhibition, % at 18.7 µM; 360,000 compounds, 0.46% hits; AID 651710;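 active = every replicate showing at least 50% inhibition; inconclusive = mean inhibition at least 50% but not in every replicate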
Casp6 inh – inhibitors of human caspase-6; P55212; purified caspase-6, Z-VEID-R110 cleavage fluorescence; inhibition, % at 12.5 µM; 350,000 compounds, 0.53% hits; AID 686996;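 active = mean inhibition across replicates at least about 35%, with every replicate also reaching that limit, limit read from the data; inconclusive = only one of the two criteria met; inactive = neither criterion met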;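 also: 0% = median of neutral control wells and 100% = no fluorescence left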
Target sequence (P55212 24-179 limits assumed): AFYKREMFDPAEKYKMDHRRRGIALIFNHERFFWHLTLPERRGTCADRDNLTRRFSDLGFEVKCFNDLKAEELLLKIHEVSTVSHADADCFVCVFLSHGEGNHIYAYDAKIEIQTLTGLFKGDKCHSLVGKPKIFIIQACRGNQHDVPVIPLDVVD
Target sequence (P55212 194-293 limits assumed): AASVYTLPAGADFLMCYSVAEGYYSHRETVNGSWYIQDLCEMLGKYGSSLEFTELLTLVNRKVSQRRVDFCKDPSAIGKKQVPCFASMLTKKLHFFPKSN
Xi reactivation – activators of X-chromosome reactivation in mouse fibroblasts; XiGFP mouse fibroblasts, % GFP-positive cells imaging, 3 d; cells co-treated with 5-aza-dC sensitizer; scaled so ellipticine positive control = 100%; activation, % at 7.58 µM; 360,000 compounds, 0.055% hits; AID 743238;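 active = mean normalized replicate activation at least 10% and every replicate at or above 10%; inconclusive = only one of the two criteria met; inactive = mean below 10% and not all replicates reach 10%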;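 also: 0% = median of on-plate neutral control wells and 100% = ellipticine 6 µM median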
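System: 68-5-11 XiGFP fibroblast line; Timing: 3 days compound exposure; Compound dosing: one concentration, pinned; Benchmarks: positive control ellipticine, 6 µM final; Buffer or medium: DMEM containing 5-aza-dC.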
RAD54 branch – inhibitors of human RAD54 branch migration; RAD54 Holliday junction branch migration, FAM/BHQ fluorescence; inhibition, % at 10.4 µM; 360,000 compounds, 0.14% hits;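 active = mean normalized replicate activity at least 40 and at least half of replicates scoring 40 or more; inconclusive = only one of the two criteria met; inactive = mean below 40 and under half of replicates reaching 40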;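 also: 0% = median of neutral control wells and 100% = median of positive control wells; inhibitors cause a drop in the FAM fluorescence signal; in these data hits start at about 50%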
CFTR F508del cor – correctors of CFTR F508del function in bronchial epithelial cells. activity (quench increase), % at 7.58 µM. 350,000 compounds, 0.36% hits. CFBE cells, YFP halide quenching; stimulated with forskolin plus potentiator P3; % fluorescence drop versus neutral controls;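 active = mean added fluorescence quench of at least 8% versus neutral control, with both replicates also reaching 8%; inconclusive = only one of the mean or replicate conditions met; inactive = mean below 8% and not both replicates reaching 8%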;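 also: cells transiently co-express mutant CFTR-F508del with the halide-sensitive YFP; corrector assay measuring rescue of mutant channel to the surface after 24 h compound exposure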
GSIS activator – GLuc luminescence reporter in INS-1E cells, primary screen for activators of glucose-dependent secretion of insulin | 370,000 compounds, 0.61% hits | AID 743287 | activation, % at 16.6 µM | INS-1E GLuc reporter insulin secretion, 2-3 h;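 active = lowest replicate activation of at least 40%, so every replicate reaches that level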;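 also: 0% = median of neutral control wells and 100% = median of IBMX positive control wells; some compounds called inactive have numbers as strong as hits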
Numbers without * were called inactive; ? = inconclusive; / = not tested or not shown; & = joins results of further samples.

Values run as follows: E-selectin induc, DENV2 CPE, RAD52 inh, Casp6 inh, Xi reactivation, RAD54 branch, CFTR F508del cor, GSIS activator
CC1CCCCC1NC(=O)NC(=O)COC(=O)c1ccc(OC(F)F)cc1 (configuration not stated)
    0.1, 7, -12, 0, -0.1, 11, -2.0, -23
Cc1ccc(NC(=O)COC(=O)c2c(-c3ccccc3)noc2C)cc1
    0.1, 3, -18, 5, 0.0, 7, 1.0, /
Cc1ccc(OCCC(=O)OCC(=O)c2c(N)n(CC(C)C)c(=O)n(C)c2=O)cc1
    /, 0, -12, 1, 0.0, 1, -2.5, -28
CO[C@H](CN(C)S(=O)(=O)c1cccc(Cl)c1)[C@@H](C)CN([C@H](C)CO)S(=O)(=O)c1ccc(Cl)cc1
    0.0, 4, 3, 0, 0.3, 5, 4.0, -34
COc1ccc2[nH]c(C)c(CCN3C(=O)C4CC=CCC4C3=O)c2c1 (configuration not stated)
    /, -6, -19, -1, 0.1, 1, -0.9, -7
O=C(CCN1C(=O)c2ccccc2C1=O)N1CCN(Cc2ccccc2)CC1
    /, -3, -12, -1, /, -5, -0.9, -4
C[C@@H]1CN([C@H](C)CO)C(=O)c2c(c3ccccc3n2C)-c2ccccc2CO[C@@H]1CN(C)C
    -0.2, 5, 10, 3, 0.3, 5, -4.0, 10
O=C1CN(c2nc(-c3cccs3)nc3sc4c(c23)CCCC4)CCN1
    0.7, 2, 1, -2, 0.0, /, 4.3, 15
COC(=O)c1c(C)[nH]c(C=O)c1-c1ccccc1
    /, 0, 1, 0, 0.0, 11, 2.8, /
CCS(=O)(=O)N1CCC(C(=O)NCc2ccc3c(c2)OCO3)CC1
    /, -4, -3, -3, 0.0, /, -2.3, 2
Cc1nnc(NC(=O)c2c(-c3ccccc3Cl)noc2C)s1
    0.7, -3, -21, 4, 0.0, /, -0.5, 1
Cc1ccc(S(=O)(=O)N(C)C[C@@H]2Oc3ncc(Br)cc3C(=O)N([C@H](C)CO)C[C@@H]2C)cc1
    0.0&-0.1, -4&1&-7, -16&10&6, -2&10&4, 0.0&-0.2, -15&-1&-5, 2.1&1.4&-0.4, 5&-5
O=C(O)CCC1OC(=O)C(O)=C1c1ccccc1 (configuration not stated)
    /, ?, -4, 2, /, 1, -0.7, /
Nc1c(Cl)cc(C(=O)NC2CC2)cc1Cl
    0.4, 5, -1, -5, 0.0, 4, 2.8, 10
COC(=O)[C@]12C[C@H](CC(=O)N3CCN(C(=O)C4CC4)CC3)C(=O)N(CCC3=CCCCC3)C1=C[C@H](COCc1ccccc1)O[C@@H]2C
    0.0, -2, 1, 2, 0.1, /, 0.7, -45
CC(C)=CCC[C@H](C)C[C@@H]1CC2=C(C(=O)OC(C)(C)O2)[C@H](c2ccc(F)cc2)O1
    -0.1, -6, -5, 2, 0.2, -2, 3.6, 7
COc1ccc(-c2noc(CN3CCCC(OCc4ccccn4)C3)n2)cc1 (configuration not stated)
    0.8, 1, -15, -7, 0.1, -1, 1.0, -2
COc1ccc(C(=O)NNC(=O)C2CCCO2)cc1 (configuration not stated)
    4.3, -4, -23, 0, 0.0, /, -1.3, 0
O=C(Cc1ccccc1)Nc1cccc(NC(=O)c2cccs2)c1
    /, -4, 6, 1, 0.0, /, /, -8
O=C(CN1C(=O)NC(Cc2c[nH]c3ccccc23)C1=O)Nc1ccc(Br)cc1F (configuration not stated)
    0.2, -7, -5, 3, -0.1, 2, 5.3, -19
COc1cc(/C=C2\CCc3c2nc2ccccc2c3C(=O)O)cc(OC)c1OC
    /, -1, -13, 49*, -0.1, -4, 0.5, -9
CSc1nsc(SC)c1C(=O)NC(=O)Nc1cccnc1
    /, -4, -9, 1, -0.1, /, -1.7, 1
CC(=O)Nc1c(C(=O)O)ccc(C)c1OCc1ccccc1
    2.4, 3, -21, 3, 0.2, -15, -0.2, 5
Cc1cc(N2CCN(C(=O)OC(C)(C)C)C[C@H]2C)ccc1N1CCS(=O)(=O)CC1
    -0.2, -8, -29, 5, 0.4, /, 2.3, 19
COc1ccc(N2CCN(C(=O)C(=O)c3ccc(F)cc3)CC2)cc1
    -6.2, -15, 0, -2, 0.0, /, -3.6, 1
Cc1cc(C)c(S(=O)(=O)N2CCCC2=O)c(C)c1
    /, -3, -11, -4, 0.0, -1, -2.4, -3
NC(=O)C1=CC2C3C=CC2(O)C(=O)OC3O1 (configuration not stated)
    -0.4, 4, -10, 2, 0.2, /, 2.4, -2
COc1ccc(CN2C(=O)C(C)S/C2=N/N=C/c2ccco2)cc1 (configuration not stated)
    -0.2, -3, -50, 0, -0.2, -18, -1.0, -25
CC(=O)N1CC2(C1)[C@@H](c1ccc(-c3cccc(F)c3)cc1)[C@@H](CO)N2CC1CCCC1
    -0.4, 0, -36, -1, 0.0, /, 3.3, -21
Cn1c(SCC(=O)NCC2CCCO2)nnc1-c1c[nH]c2ccccc12 (configuration not stated)
    6.6, -2, 1, 1, 0.0, 5, 3.5, /

Complete entries, quoted from the list. Order of values: E-selectin induc | DENV2 CPE | RAD52 inh | Casp6 inh | Xi reactivation | RAD54 branch | CFTR F508del cor | GSIS activator
COC(=O)c1c(C)[nH]c(C=O)c1-c1ccccc1 is listed as / | 0 | 1 | 0 | 0.0 | 11 | 2.8 | /
Cc1nnc(NC(=O)c2c(-c3ccccc3Cl)noc2C)s1 is listed as 0.7 | -3 | -21 | 4 | 0.0 | / | -0.5 | 1
O=C(O)CCC1OC(=O)C(O)=C1c1ccccc1 (configuration not stated) is listed as / | ? | -4 | 2 | / | 1 | -0.7 | /
CC1CCCCC1NC(=O)NC(=O)COC(=O)c1ccc(OC(F)F)cc1 (configuration not stated) is listed as 0.1 | 7 | -12 | 0 | -0.1 | 11 | -2.0 | -23
O=C(CCN1C(=O)c2ccccc2C1=O)N1CCN(Cc2ccccc2)CC1 is listed as / | -3 | -12 | -1 | / | -5 | -0.9 | -4

Going on with the list:
Values run as follows: E-selectin induc, DENV2 CPE, RAD52 inh, Casp6 inh, Xi reactivation, RAD54 branch, CFTR F508del cor, GSIS activator
O=S(=O)(c1cccc(F)c1)N1CCN(C(=S)NCc2ccccc2)CC1
    -0.1, 3, -11, -1, 0.0, 0, 1.0, -6
C/C(O)=c1/c(=O)nc2cccc3c2=c1c1ccccc1c3=O
    /, 1, -39, 2, 0.0, -1, 2.9, 24
CCCN1[C@H](CO)[C@H](c2ccc(C#CC(C)C)cc2)[C@@H]1CN(C)S(C)(=O)=O
    0.4, -13, -18, 0, 0.2, /, -0.5, -7
COc1ccc(-n2ncc3c2CC(C)(C)CC3NC(=O)CCC2=NNC(=O)CC2)cc1 (configuration not stated)
    -0.2, -7, -1, 0, 0.1, -3, 0.3, 9
O=C(NCc1ccccc1)[C@@]1(Cc2ccccc2)COC(c2ccc(OCCCO)cc2)=N1
    /, 2, 15, 5, /, -3, 4.4, /
CS(=O)(=O)c1ccc(-c2nnc(NC(=O)C3=COCCO3)o2)cc1
    0.0, ?, -9, -2, -0.1, 8, -1.3, -5
CC1(C)CC(NC(=O)COc2ccc3c4c(c(=O)oc3c2)CCCC4)CC(C)(C)N1
    /, ?, -19, -8, 0.0, 7, 3.3, 5
C[C@H](CO)N1C[C@H](C)[C@@H](CN(C)S(=O)(=O)c2cn(C)cn2)Oc2ccc(NC(=O)CCN3CCOCC3)cc2CC1=O
    -9.7, 17, 6, 3, 0.1, -8, -1.3, 3
O=C(C1CC1)N1C[C@@H]2[C@H](c3ccccc31)[C@@H](CO)N2C(=O)c1ccccc1
    0.8, 0, -7, 2, -0.1, 1, 0.5, 13
Cc1cccc(NC(=O)CCS(=O)(=O)c2ccc3nc(C)sc3c2)c1
    0.3, -10, -12, -2, 0.3, -4, 1.6, 18
CC(C(=O)O)N1CCCCC1 (configuration not stated)
    /, 0, -2, -2, -0.1, -15, -0.8, 18
CCS(=O)(=O)NCC[C@H]1CC[C@H](NC(=O)C2CCCC2)[C@@H](CO)O1
    -0.5, 4, -5, 0, -0.2, 2, 3.5, 17
COc1ccc(CN2CCN(C(=O)c3cccc4ccccc34)CC2)c(OC)c1OC
    /, 2, -2, 11, -0.1, 4, /, /
CCOC(=O)C/C(C)=N\Nc1ccc([N+](=O)[O-])cc1[N+](=O)[O-]
    -1.6, 7, -4, -2, 0.0, /, 0.5, -22
C[C@@H](CSc1ccc(Br)cc1)CN1CC[C@H](NC(=O)OCc2ccccc2)CCC1=O
    0.0, 75*, -14, -3, 0.4, 1, 0.0, -61
COc1ccc2c3c(n(C)c2c1)[C@@H](CO)N(Cc1ccncc1)CC31CN(C(=O)C2CCC2)C1
    -0.5, -5, -14, -1, 0.2, /, -1.3, -6
CC(C)Cn1c(SCC(=O)N2CCCc3ccccc32)nc2ccccc2c1=O
    -0.3, 5, 1, 2, -0.1, /, -1.3, -42
Cc1ccc(OCC(=O)N/N=C/c2cn(C)c3ccccc23)cc1
    /, -3, 7, 0, 0.1, 5, 1.6, /
CC(C)[C@H](C)NC(=O)N(C)C[C@@H]1OCc2ccccc2-c2ccccc2C(=O)N([C@H](C)CO)C[C@H]1C
    -0.1, -1, 6, 0, 0.3, 10, 1.0, -6
CC=Cc1ccc2n(c1=O)C[C@@H]1[C@@H](CO)[C@H](C(=O)NCC3CCCCC3)N(C(C)=O)[C@H]21 (mixture of isomers)
    0.1, -6, 1, -1, 0.5, 2, -1.7, 8
CCCN(C)C[C@H]1Oc2ncc(C#Cc3ccccc3OC)cc2C(=O)N([C@H](C)CO)C[C@H]1C
    0.1, -3, 29, -2, 0.5, -12, -0.7, -3
CC(Cc1ccccc1)N1CCCC1=O (configuration not stated)
    0.2, 20, -6, 0, 0.2, 0, -0.7, 6

Screening data (PubChem)
